Source: PubChem BioAssay
ZTA counter: ZTA (EBV) inhibition in EBNA-1 counter-screen; ZTA-DNA binding, fluorescence polarization; P03206; inhibition, % at 11 µM; 320,000 compounds, 0.15% hits; AID 2234; in the data active = inhibition above about 33%
EBNA-1 inh: blocks EBNA-1 binding to DNA | inhibition, % at 14.8 µM | 300,000 compounds, 0.34% hits | AID 1950 | EBNA-1 DNA binding, fluorescence polarization; in the data active = inhibition above about 28%
pPAFAH inh: pPAFAH (human) enzyme inhibition. Q13093. recombinant pPAFAH, FP-rhodamine probe fluorescence polarization. inhibition, % at 3.39 µM. 330,000 compounds, 1.5% hits. AID 463082;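 active = inhibition above the mean inhibition across the screen plus 3 SD, cut at about 25% in these data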;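 also: inhibitors block binding of the rhodamine activity-based probe so polarization drops; 0% = enzyme with DMSO and 100% = wells lacking pPAFAH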
Target sequence (Q13093 whole entry, looked up): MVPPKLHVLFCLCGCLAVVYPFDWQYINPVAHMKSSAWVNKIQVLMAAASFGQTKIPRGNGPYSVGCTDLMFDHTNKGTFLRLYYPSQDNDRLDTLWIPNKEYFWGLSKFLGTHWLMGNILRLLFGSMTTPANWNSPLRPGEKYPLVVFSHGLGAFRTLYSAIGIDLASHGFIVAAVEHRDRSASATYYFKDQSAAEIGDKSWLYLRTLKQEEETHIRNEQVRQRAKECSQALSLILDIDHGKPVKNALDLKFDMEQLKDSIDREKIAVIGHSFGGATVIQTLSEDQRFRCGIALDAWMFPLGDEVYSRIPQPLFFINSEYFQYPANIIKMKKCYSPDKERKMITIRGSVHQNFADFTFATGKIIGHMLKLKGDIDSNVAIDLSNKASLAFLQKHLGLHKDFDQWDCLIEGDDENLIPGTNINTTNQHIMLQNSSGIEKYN
PAFAH1B2 FP inh: inhibitors of human PAFAH1B2. P68402. recombinant PAFAH1B2, FP-rhodamine activity probe, fluorescence polarization. inhibition, % at 3.39 µM. 340,000 compounds, 1.2% hits. AID 492953;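 active = inhibition above the mean of all tested compounds plus 3 SD, cut at about 24% in these data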;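 also: 0% = enzyme with DMSO and 100% = wells lacking PAFAH1B2; many of its hits are not listed in these tables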
Target sequence (P68402 whole entry, looked up): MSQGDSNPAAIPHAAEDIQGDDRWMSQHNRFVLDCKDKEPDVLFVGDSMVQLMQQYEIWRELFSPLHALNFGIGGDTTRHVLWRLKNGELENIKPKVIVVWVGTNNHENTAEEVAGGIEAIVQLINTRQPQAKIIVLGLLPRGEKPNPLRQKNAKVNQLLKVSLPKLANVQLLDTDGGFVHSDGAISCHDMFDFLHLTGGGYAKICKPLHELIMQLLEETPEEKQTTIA
PAFAH2 FP inh: inhibitors of human PAFAH2. recombinant PAFAH2, FP-rhodamine activity probe, fluorescence polarization. Q99487. inhibition, % at 3.39 µM. AID 492956. 340,000 compounds, 0.99% hits;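 active = inhibition above the mean over all tested compounds plus 3 SD, cut at about 30% in these data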;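 also: inhibitors block probe labeling of enzyme so polarization drops; 0% = enzyme with DMSO and 100% = wells lacking PAFAH2 protein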
LYPLA2 counter: counter-screen for PME1 inhibitors: inhibitors of human LYPLA2; O95372; recombinant LYPLA2, FP-Rh probe fluorescence polarization; inhibition, % at 5.9 µM; 320,000 compounds, 0.38% hits; AID 2177;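 active = inhibition above the screen-wide mean plus 3 SD, limit set per campaign, cut at about 26% in these data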;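 also: 0% = LYPLA2 with DMSO and 100% = wells lacking LYPLA2 enzyme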
Target sequence (O95372 whole entry, looked up): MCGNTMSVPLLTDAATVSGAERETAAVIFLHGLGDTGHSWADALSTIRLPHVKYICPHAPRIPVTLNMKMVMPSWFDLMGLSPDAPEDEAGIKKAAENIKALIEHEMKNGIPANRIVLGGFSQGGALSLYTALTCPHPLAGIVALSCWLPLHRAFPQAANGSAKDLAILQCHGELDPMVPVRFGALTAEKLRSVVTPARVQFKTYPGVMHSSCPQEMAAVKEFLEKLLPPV
LYPLA1 counter: LYPLA1 (human) inhibition in PME1 counter-screen; O75608; recombinant LYPLA1, FP-Rh probe fluorescence polarization; inhibition, % at 5.9 µM; 320,000 compounds, 0.16% hits;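 active = inhibition above the mean of all tested compounds plus 3 SD, set per campaign, cut at about 14% in these data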;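 also: inhibitors block serine hydrolase probe labeling of LYPLA1 so polarization falls; 0% = enzyme with DMSO and 100% = wells lacking LYPLA1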
PREPL inh: inhibitors of human prolyl oligopeptidase-like enzyme PREPL; 320,000 compounds, 0.68% hits; inhibition, % at 5.96 µM; recombinant PREPL, fluorescence polarization activity-based probe; Q4J6C6; in the data active = inhibition above about 43%;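 also: 0% = enzyme with DMSO and 100% = wells lacking enzyme; many of its hits are not listed in these tables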
PAFAH1B3 FP inh: PAFAH1B3 (human) inhibition | Q15102 | recombinant PAFAH1B3, FP-rhodamine probe, fluorescence polarization | inhibition, % at 3.39 µM | 340,000 compounds, 0.28% hits | AID 492972;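 active = inhibition above the screen-wide average of all tested compounds plus 3 SD, cut at about 25% in these data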;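 also: 0% = enzyme with DMSO only and 100% = wells lacking PAFAH1B3 protein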
An asterisk follows results filed as active; x = no result given.

SMILES	ZTA counter	EBNA-1 inh	pPAFAH inh	PAFAH1B2 FP inh	PAFAH2 FP inh	LYPLA2 counter	LYPLA1 counter	PREPL inh	PAFAH1B3 FP inh
COc1cc(NC(=O)CN2C(=O)COc3ccc(S(=O)(=O)N4CCCC4)cc32)cc(OC)c1	-16.1	-15.7	1.1	0.8	7.6	17.0	-1.3	6.0	2.1
Cc1cccc(N2CCN(C(=O)CCCSc3nc4ccccc4[nH]3)CC2)c1C	0.3	7.7	19.8	-3.7	24.1	5.7	1.6	-1.7	5.9
COc1ccccc1CCNC(=O)CSc1nnc2ccc(-c3cccnc3)nn12	7.8	6.8	6.2	3.4	-1.4	4.9	3.9	-4.2	-4.5
CCN(c1ccccc1)S(=O)(=O)c1ccc(NC(=O)c2ccco2)cc1	9.8	-4.4	3.5	0.8	0.8	-3.1	-5.2	2.0	-0.3
CCC1CCC2(CC1)SCC(=O)N2c1ccccc1 (centres undefined)	2.8	-7.9	3.6	x	x	5.3	2.5	-14.7	x
COc1ccccc1CNC(=O)c1ccc(N2CCOCC2)c([N+](=O)[O-])c1	-0.2	4.7	-0.8	-2.8	-7.2	-4.9	-0.6	6.7	-0.4
COc1ccc(S(=O)(=O)N2CCC(C(=O)O)(c3ccccc3)CC2)cc1	-9.9	-4.6	0.8	7.5	-1.4	-4.6	0.7	-8.4	2.9
O=C(Nc1ccccc1)NC1CCCCNC1=O (centres undefined)	7.5	-11.1	1.7	x	x	0.4	1.4	-1.7	x
CC(NC(=O)c1ccccc1NC(=O)CSc1nnnn1C)c1ccccc1 (centres undefined)	-6.9	4.8	2.6	4.5	3.8	0.3	2.3	4.8	7.2
CN(C)C(=O)COc1ccc2c3c(c(=O)oc2c1)CCCC3	-11.0	-12.2	-3.7	0.5	3.9	4.2	-0.1	7.9	6.5
CC(=O)NCC1=C(NC(C)=O)C2CC1C(C)(C)C2C (centres undefined)	7.1	-3.4	-0.9	x	x	-0.3	-0.3	7.4	x
COc1ccc(C)cc1NC(=O)C(c1ccccc1)N1CCNC(=O)C1 (centres undefined)	-10.1	-3.0	1.0	-0.9	-9.2	-3.7	-1.6	-4.2	6.6
CCC(C)NC(=O)CC(NS(=O)(=O)c1ccc(Cl)cc1)c1ccco1 (centres undefined)	-21.6	-1.7	9.5	15.4	-1.5	-3.4	3.6	8.4	11.8
Cc1ccccc1-c1nc(C(=O)NCC2CCCO2)cc2c1[nH]c1ccccc12 (centres undefined)	-12.1	7.0	14.9	-0.8	0.3	-5.4	-10.3	-1.9	1.5
CCOc1ccccc1NC(=O)C(CC)Sc1nc2ccncc2[nH]1 (centres undefined)	-6.3	-25.6	-3.1	6.3	-2.4	4.5	0.3	0.7	2.1

A few values from above.
For ZTA counter, CC(=O)NCC1=C(NC(C)=O)C2CC1C(C)(C)C2C (centres undefined) shows 7.1
For pPAFAH inh, Cc1ccccc1-c1nc(C(=O)NCC2CCCO2)cc2c1[nH]c1ccccc12 (centres undefined) shows 14.9
For PREPL inh, O=C(Nc1ccccc1)NC1CCCCNC1=O (centres undefined) shows -1.7
For ZTA counter, COc1ccccc1CCNC(=O)CSc1nnc2ccc(-c3cccnc3)nn12 shows 7.8

Next section.
SMILES	ZTA counter	EBNA-1 inh	pPAFAH inh	PAFAH1B2 FP inh	PAFAH2 FP inh	LYPLA2 counter	LYPLA1 counter	PREPL inh	PAFAH1B3 FP inh
COc1ccc2c(c1)c(C(=O)N/N=C/c1ccccc1Cl)c(C)n2C	1.1	-1.6	-2.8	0.1	6.6	-1.9	-2.4	-13.1	5.2
COC(=O)c1ccccc1NC(=O)c1cc2sccc2n1C	-6.5	1.7	4.4	-1.0	-5.0	11.2	0.4	6.1	2.2
CC(CC(=O)N1CCN(c2ccc(C(F)(F)F)cn2)CC1)n1ccnc1 (centres undefined)	10.7	-1.1	4.3	0.4	-1.7	-3.8	1.1	4.3	9.4
O=C1N/C(=C/c2cccn2-c2ccc(F)cc2)C(=O)N1Cc1ccccc1F	-1.5	-21.1	1.8	-2.5	6.7	1.5	-4.7	4.5	-2.7
Brc1ccc(CN2CCCCCC2)cc1	-19.4	1.8	-1.9	3.0	2.0	-3.6	0.1	4.1	0.4
CCOC(=O)C1CCN(Cc2nnc(-c3ccccc3C)o2)CC1	-5.1	10.0	-1.8	6.7	0.5	-2.3	-2.1	17.3	1.2
CC(=O)c1ccc(OCc2cc(C(=O)N(C)C3CCOC3)no2)cc1 (centres undefined)	-9.0	-12.3	-4.7	-2.4	0.9	4.7	9.2	6.1	-0.1
Cc1noc(C)c1S(=O)(=O)Nc1ccc(C(=O)NC2CCCCC2C)cc1 (centres undefined)	-5.9	-7.5	0.9	3.1	-4.6	-3.3	-1.3	-0.2	3.0
CCC(C)Oc1nc2c(c(=O)n(C)c(=O)n2C)n1C (centres undefined)	3.7	8.0	3.2	0.6	1.6	-0.1	-2.3	-5.3	-3.9
O=C(NCc1cc([N+](=O)[O-])ccc1O)c1cc(-c2ccncc2)nc2ccccc12	13.6	-8.0	4.2	5.3	11.7	6.0	-2.6	2.7	11.6
COc1ccc(-c2noc(CCC(=O)O)n2)cc1	-7.3	7.9	1.0	2.2	3.7	3.2	-1.1	-2.4	2.3
COc1ccc(-c2csc(NC(=O)C3CCCO3)n2)cc1 (centres undefined)	-2.9	8.7	6.0	-0.7	-4.6	1.2	-1.5	5.6	7.7
CCN(CC)S(=O)(=O)c1ccc(NCCc2ccccn2)nc1	-12.5	-0.5	1.6	-0.3	4.7	0.6	0.1	-8.2	5.5
CCCCn1c(N)c(N(CC)C(=O)c2ccc(N3CCCC3=O)cc2)c(=O)[nH]c1=O	-15.7	2.9	1.3	-2.9	5.4	6.3	3.1	13.6	7.2
COc1ccc(-c2cc(C(F)(F)F)n3nc(C(=O)N4CCCCC4)cc3n2)cc1	-3.6	7.1	5.6	0.5	-6.9	-0.2	-4.5	-0.4	9.5
CCc1ccc(N2C(=O)CC(N3CCN(Cc4ccc5c(c4)OCO5)CC3)C2=O)cc1 (centres undefined)	-5.4	-1.7	5.7	-3.2	-4.2	-0.3	-1.6	10.7	-0.6
Cn1nc(C(C)(C)C)cc1C(=O)NCc1ccc2c(c1)OCO2	-0.2	-0.9	3.5	4.0	-0.7	-2.0	-3.2	3.9	-9.0
COc1cc(C(=O)N(Cc2cc3ccccc3[nH]c2=O)CC2CCCO2)cc(OC)c1OC (centres undefined)	-3.2	5.4	3.2	-1.4	-6.6	-1.9	-3.2	-10.4	4.8
CC(C)(O)C(=O)NNC(=S)Nc1cccc(C(F)(F)F)c1	9.4	-0.1	3.8	-3.1	3.9	5.0	-1.1	-2.8	8.1
COc1ccc(CNC(=O)[C@H](CCSC)NC(=O)N2CCn3c2nc2ccccc23)cc1	1.7	7.1	6.7	-0.8	1.5	-2.4	3.6	-12.6	9.6
CCOC(=O)[C@H]1[C@H]2COc3ccc(C)cc3[C@@H]2N2C(=O)c3cc(Br)ccc3NC(=O)[C@@]12C	x	x	3.2	0.7	-15.2	x	x	2.7	9.0
CC1CN(C(=O)c2cccc(S(=O)(=O)Nc3cc(Cl)ccc3Cl)c2)CC(C)O1 (centres undefined)	7.6	0.8	4.1	4.6	6.4	-4.6	-1.6	4.6	8.3
CCOC(=O)c1ccc(-n2ccnc2)c(NC(=O)c2cccc(Br)c2)c1	20.9	1.8	2.0	3.9	-4.5	-7.3	-1.2	-0.9	0.8
Cc1ccc(Nc2nc3ccccc3c(=O)[nH]2)cc1C	-1.2	-17.3	-0.1	4.2	5.7	-2.7	-4.7	18.8	2.6
CC(C(=O)N1CCCC1)N1CCN(c2ccccc2O)CC1 (centres undefined)	-20.9	-9.5	-0.8	2.4	5.0	2.2	-3.4	19.4	7.9
O=C(CCn1c(=O)c2sccc2n(CC(=O)OCc2ccccc2)c1=O)NCc1ccccc1	11.2	17.9	1.2	6.4	1.0	-3.8	-0.1	4.8	2.5
Cc1c(C(=O)O)sc2nc(CSc3ncc(C(F)(F)F)cc3Cl)[nH]c(=O)c12	19.5	10.0	3.4	14.0	-11.9	7.8	-0.4	8.6	3.8
COCC1CCCCN1C(=O)c1ccc(OC)c(OC2CCN(C(C)C)CC2)c1 (centres undefined)	-2.1	-13.4	0.6	0.0	-9.4	-6.1	-0.9	-3.1	-9.1
Cc1ccc(NC(=S)Nc2cc(C)on2)cc1	1.4	1.3	-2.9	x	x	-2.2	-0.4	-4.5	x
Nc1nc(NC(=O)Cc2ccccc2)nn1-c1ccccc1	-3.6	2.9	6.5	10.6	12.1	-1.4	-4.1	1.7	11.9
CCCCCOC(=O)C1=C(C)Nc2nnnn2C1c1ccc(OC)c(OC)c1OC (centres undefined)	22.2	8.7	0.5	1.2	5.2	4.5	1.8	3.3	2.8
COc1ccc(C(=O)OCC(=O)NCc2ccc3c(c2)OCO3)cc1[N+](=O)[O-]	9.3	-0.9	9.6	7.3	6.1	0.6	-1.2	7.2	-2.6
Cc1cc(OCc2cc(C(=O)N(C)C3CCOCC3)no2)cc(C)c1Cl	10.9	7.0	3.2	2.1	7.8	4.3	-2.3	10.3	-5.6
Cc1ccc(C)c(N2N=C(C(=O)Nc3ccccc3N3CCOCC3)CCC2=O)c1	5.6	x	-2.7	2.8	-0.1	5.7	-0.4	4.5	0.9
Fc1cccc(CCN2CCNC[C@@H]2c2ccccc2)c1	1.9	x	-3.9	8.7	8.4	8.0	4.3	-15.7	14.6
CCC(=O)N1CCN(c2ccc(Cl)cc2NC(=O)Cc2ccccc2)CC1	-29.5	1.2	7.5	6.0	1.9	6.8	5.5	20.6	0.9
O=C(CSc1nc(C(F)(F)F)cc(=O)[nH]1)N1CCCCCC1	-8.6	-2.5	-5.3	4.1	1.4	-1.2	-4.1	-14.3	2.9
O=C1CCC([N+](=O)[O-])C(c2ccc(Cl)cc2Cl)N1 (centres undefined)	-24.6	0.3	6.8	3.4	3.6	0.4	0.3	-36.1	-0.8
COc1ccc(C2=NOC(Cn3nc(-c4ccccc4C)cc3C(=O)O)C2)cc1 (centres undefined)	2.5	x	-1.4	8.7	-6.0	-0.2	0.6	11.1	0.1
COc1ccc(S(=O)(=O)CC(=O)c2cc3cccc(C)c3oc2=O)cc1	6.1	0.9	15.6	-1.0	7.6	14.3	-0.9	4.7	4.9
COc1ccccc1CNC(=O)CN1CCC(NC(=O)c2ccccc2F)CC1	-8.3	-3.2	3.1	-1.2	2.8	6.7	-2.6	6.7	-4.5
COc1ccc(NC(=O)C2=CC(c3ccco3)=NS(=O)(=O)N2C)cc1	-10.8	-6.1	6.2	5.2	2.2	0.0	2.1	1.4	8.4
COc1ccc(-n2c(SCC(=O)Nc3ccc(NC(C)=O)cc3)nc3ccccc3c2=O)cc1	7.2	3.3	5.2	3.6	0.1	0.8	-7.5	37.1	-6.8
Cc1ccc(Sc2ncccc2C(=O)O)c(C)c1	-15.5	-0.4	-3.8	-1.8	1.9	-1.2	-4.4	-5.8	3.0
CCOC(=O)c1[nH]c2ccccc2c1NC(=O)COC	-5.5	12.3	3.2	3.9	5.0	1.5	2.2	5.2	3.7
COc1ccc(S(=O)(=O)Nc2ccncc2)c(C)c1C	-5.4	-16.3	-1.9	5.7	7.7	9.5	3.5	9.3	9.4
CCN1CCN(c2ccc(S(=O)(=O)N3CCCCC3)cc2NC(=O)/C=C/c2cccc(OC)c2OC)CC1	-16.8	-10.5	-3.5	-10.5	-0.7	-6.8	-2.0	6.1	-13.2

Looked up by compound from the entries so far, two records:
SMILES	ZTA counter	EBNA-1 inh	pPAFAH inh	PAFAH1B2 FP inh	PAFAH2 FP inh	LYPLA2 counter	LYPLA1 counter	PREPL inh	PAFAH1B3 FP inh
Cc1ccc(C)c(N2N=C(C(=O)Nc3ccccc3N3CCOCC3)CCC2=O)c1	5.6	x	-2.7	2.8	-0.1	5.7	-0.4	4.5	0.9
O=C1CCC([N+](=O)[O-])C(c2ccc(Cl)cc2Cl)N1 (centres undefined)	-24.6	0.3	6.8	3.4	3.6	0.4	0.3	-36.1	-0.8

Not all compounds are listed (hit frequency here may not be typical).
